High-throughput results: PubChem BioAssay, several laboratories
APP 5'UTR act – activates APP 5'UTR luciferase reporter; SH-SY5Y APP 5'UTR luciferase reporter, luminescence; zero percent = DMSO vehicle wells; activation, % at 2 µM; hit rate 1% among 190,000; AID 1276;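 active = activation above a set limit, based on mean plus 3 SD of controls, cut at about 140% in these data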; note: values of inactives mirror those of a sister screen read the other way
NF-kB neuron act – compounds increasing NF-kB expression in human neuronal cells; NF-kB reporter expression; active compounds read high; fold change at 12.5 µM; AID 1239; hit rate 1.6% among 190,000; in the data active = fold change above about 3.3
APP 5UTR inh – APP translation inhibition; SH-SY5Y APP 5'UTR-luciferase reporter, luminescence; inhibition, % at 2 µM; hit rate 0.82% among 190,000; AID 1285;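 active = inhibition above a set limit, derived from the sample mean plus 3 SD, cut at about 45% in these data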; note: values of inactives mirror those of a sister screen read the other way
STAT1 act – increases IFN-gamma driven STAT1 reporter signal; hit rate 2.6% among 200,000; activation (% of control), % at 5.5 µM; NIH 3T3 STAT1-luciferase reporter, luminescence; 100% = IFN-gamma alone, no compound; AID 932;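 active = activation above the screen-wide mean activation plus 3 SD, cut at about 130% in these data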;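 note: raw ratio to IFN-gamma control signal so 100% means no change and 0% no light; values of inactives mirror those of a sister screen read the other way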
Hsp70 activator – transcriptional activators of Hsp70; HeLa Hsp70 promoter luciferase reporter, luminescence; scaled: vehicle 0, proteasome-inhibitor control 100%; activation, % at 10 µM; hit rate 0.04% among 200,000; AID 1203;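 active = activation above the mean across all tested compounds plus 3 SD, cutoff set per campaign, cut at about 5.5% in these data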;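 note: 100% = MG132 at 30 µM as the positive control and 0% = DMSO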
STAT1 inh – reduces IFN-gamma driven STAT1 reporter signal; hit rate 0.35% among 200,000; NIH 3T3 STAT1-luciferase reporter, luminescence; inhibition, % at 5.5 µM; AID 920;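 active = inhibition above a set limit, the mean inhibition across all tested compounds plus 3 SD, cut at about 34% in these data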;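 note: 0% = IFN-gamma with DMSO and 100% = IFN-gamma with 300 µM nifuroxazide; values of inactives mirror those of a sister screen read the other way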
RAM inhibit – inhibitors of the yeast RAM network; S. cerevisiae dse1pr::URA3 reporter, 5-FOA growth OD615, 2 d; analog-sensitive cbk1-as2 kinase mutant strain; inhibition, % at 50 µM; hit rate 1.8% among 190,000; AID 868;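 active = inhibition above a set limit, 3 SD over mean compound inhibition, cut at about 8.4% in these data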;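 note: 0% = DMSO-only wells with no growth and 100% = 10 µM 1-NA-PP1 full growth; inhibition rescues growth on 5-FOA so higher OD means more RAM inhibition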
STAT3 act – activators of IL-6 induced STAT3 signaling; hit rate 0.91% among 190,000; activation (% of control), % at 5.6 µM; U3A cells, IL-6 STAT3-luciferase reporter, luminescence; 100% = signal with IL-6 EC80 alone;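 active = activation above the screen-wide mean of compound activation plus 3 SD, cut at about 130% in these data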;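 note: 0% = background luminescence of wells with medium and substrate only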
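Assay system – human STAT1-deficient U3A cells with stable STAT3-luciferase reporter · Also added – IL-6 (33 ng/mL) · Schedule – compound 1 h, then IL-6 6 h at 37 °C · Technique – reporter luminescence signal · Evaluation – % activation versus median of IL-6-stimulated wells · Benchmarks – IL-6-only wells as 100% reference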
STAT3 inh – inhibitors of IL-6 induced STAT3 signaling | U3A cells, IL-6 STAT3-luciferase reporter, luminescence; host cell line lacks STAT1 | inhibition, % at 5.5 µM | hit rate 0.89% among 190,000 | AID 862;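 active = inhibition above the mean inhibition across all screened compounds plus 3 SD, cut at about 44% in these data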;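 note: 0% = DMSO only wells and 100% = 100 µM nifuroxazide control wells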
FLuc inh counter – inhibits firefly luciferase, flagging false hits in luciferase inhibition screens | P08659 | ATPLite firefly luciferase biochemical luminescence, 10 min | inhibition, % at 10 µM | hit rate 1.5% among 200,000;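 active = inhibition above about 50% when tested at 10 µM, limit read from the data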
Target sequence (P08659 whole entry, looked up): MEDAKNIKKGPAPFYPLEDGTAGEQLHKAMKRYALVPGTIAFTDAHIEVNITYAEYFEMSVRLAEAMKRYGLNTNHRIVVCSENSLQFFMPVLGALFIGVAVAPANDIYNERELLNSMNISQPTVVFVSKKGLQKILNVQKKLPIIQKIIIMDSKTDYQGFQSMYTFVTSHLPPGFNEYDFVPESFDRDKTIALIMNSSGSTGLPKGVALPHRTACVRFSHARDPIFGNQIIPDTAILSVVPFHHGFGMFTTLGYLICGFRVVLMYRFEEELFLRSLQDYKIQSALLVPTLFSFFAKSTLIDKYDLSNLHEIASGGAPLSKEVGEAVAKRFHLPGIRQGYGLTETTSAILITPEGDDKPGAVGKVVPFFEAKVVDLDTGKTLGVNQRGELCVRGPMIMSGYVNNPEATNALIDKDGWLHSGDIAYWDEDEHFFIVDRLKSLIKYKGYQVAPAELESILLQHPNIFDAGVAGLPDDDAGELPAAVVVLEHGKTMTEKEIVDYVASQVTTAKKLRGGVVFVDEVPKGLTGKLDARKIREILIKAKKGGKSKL
* = called active by the depositor; / = not tested or not shown.

structure,APP 5'UTR act,NF-kB neuron act,APP 5UTR inh,STAT1 act,Hsp70 activator,STAT1 inh,RAM inhibit,STAT3 act,STAT3 inh,FLuc inh counter
O=C(NCc1cccnc1)c1cc(S(=O)(=O)N2CCCCC2)ccc1Cl,5,0.95,-4,106,-0.6,-7,3.7,95,11,-8
CCC(C)C(NC(=O)[C@@H](NC(=O)c1ccccc1F)C(C)C)C(=O)OC (some centres not stated),6,1.1,-6,101,-0.4,-1,3.4,88,14,-11
CC(C)c1ccccc1-n1c(SCC(=O)N2CCN(c3ccccc3)CC2)nnc1-c1cccnc1,32,0.56,-32,96,-0.2,5,0.0,106,-4,-10
CC1=NN(C(=O)Cn2ccc([N+](=O)[O-])n2)C(O)(C(F)(F)F)C1 (configuration not stated),3,1.1,-3,101,-0.2,1,0.5,93,6,-4
CN(C)CCCOc1cccc(Cl)c1,-1,1.1,1,100,-0.1,0,2.4,96,3,-3
O=C(CCS(=O)(=O)c1cccs1)Nc1ccc(C(=O)NC2CCCC2)cc1,-2,0.86,2,104,0.0,-6,5.2,99,8,-8
O=C(O)CCc1nn2c3ccccc3n(CCN3CCCCC3)c2nc1=O,10,1.9,-10,97,-0.3,4,-0.9,106,-1,-3
Cc1cc(C)nc(N2CCN(c3nc(C)cc(C)n3)CC2)n1,9,1.1,-9,100,-0.3,0,0.5,104,6,-4
COc1ccccc1C(=O)NCCN1CCN(C(=O)c2ccccc2OC)CC1,-9,1.1,9,100,0.2,0,0.9,104,1,-3
O=C(NCC1CCCO1)c1csc(Nc2cccc3ccccc23)n1 (configuration not stated),35,1.3,-35,92,-0.2,8,1.4,101,2,-2
COc1c(Cl)ccc(Cl)c1C(=O)NC(=O)N1CCOCC1,-1,1.1,1,99,0.0,1,1.8,102,1,-8
CCOc1ccc(NC(=O)C(C)Sc2nnc(C)n2C)cc1 (configuration not stated),-2,1,2,100,-0.1,0,1.0,99,6,-3
Cc1ccc(NC(=O)Nc2ccc(Cl)cc2)c(Br)c1,23,1.6,-23,115,-0.1,-17,5.1,90,15,-2
Cc1ccc(OC(=O)c2cccc(S(=O)(=O)N3CCCC3)c2)c(-n2nc3ccccc3n2)c1,113,3.5*,-113,120,0.4,-22,6.2,115,-20,-2
O=C(NC(=S)Nc1ccccc1N1CCCCC1)c1ccc(-c2cccc([N+](=O)[O-])c2)o1,-10,0.98,10,101,-0.6,-1,5.4,101,0,-2
COc1cc(/C=C2/NC(=O)N(CC(=O)Nc3ccc(C)cc3)C2=O)ccc1Oc1ccc([N+](=O)[O-])cn1,1,0.98,-1,96,-0.3,2,3.2,101,3,-5
CCCCn1nc2cc(C(=O)NCC34CC5CC(CC(C5)C3)C4)ccc2c1OC,15,0.75,-15,102,-0.1,-3,3.3,101,4,-7
Cn1cc(CN2CCN(Cc3ccc4c(c3)OCO4)CC2)c(-c2ccccc2F)n1,9,1.1,-9,103,0.0,-6,-0.7,106,-5,-4
Cc1ccc(S(=O)(=O)N2CCN(C(=O)N(C)C)CC2)cc1,9,1.1,-9,101,-0.1,-3,0.5,102,-1,-4
Cc1ccc(CNC(=O)CN2C(=O)COc3ccc(C)cc32)cc1,6,0.95,-6,91,-0.3,9,1.3,99,3,2
Cc1cc(N2CCN(C)CC2)nc2ccc(NC(=O)c3ccccc3F)cc12,73,1.7,-73,123,-0.1,-25,-0.2,84,21,1
COCCNC(=O)C(c1cccs1)N(C(=O)Cn1nnc2ccccc21)c1ccc(OC)cc1 (configuration not stated),-8,1,8,97,-0.3,4,-0.1,103,0,-4
COc1ccccc1N1CCN(CC(O)COc2ccc3c(C)cc(=O)oc3c2)CC1 (configuration not stated),-6,0.94,6,98,-0.1,2,1.9,95,9,-2
Cc1cccc(N)c1SC1CCCCC1O (configuration not stated),4,0.93,-4,98,-0.3,2,0.2,99,4,-5
Cc1cc(Cl)ccc1OCCCC(=O)N/N=C/c1cccc([N+](=O)[O-])c1,-33,0.86,33,99,-0.5,1,7.0,107,-4,-3
O=C(Nc1cccc(S(=O)(=O)C(F)F)c1)c1ccc(S(=O)(=O)N2CCCCC2)cc1,-2,0.63,2,90,-0.3,9,0.2,96,15,-5
CCCc1cc(N2CCN(C(=O)c3ccco3)CC2)n2c(nc3ccccc32)c1C#N,-16,0.36,16,101,-0.1,-1,1.9,99,6,-5
CCOC(=O)Cc1csc(NC(=O)CSc2nnc(-c3ccc(C)cc3)o2)n1,1,0.86,-1,103,-0.4,-4,0.6,101,6,-1
CC(Sc1ccc(Cl)cc1)C(=O)Nc1ccc(S(=O)(=O)N2CCOCC2)cc1 (configuration not stated),-6,0.75,6,86,-0.2,15,3.2,106,-2,-2
O=S(=O)(c1ccccc1)c1nc(-c2ccco2)oc1NCc1ccccc1,10,1,-10,93,-0.2,7,3.5,101,4,-9
CC(C)c1nc2oc3c(NCc4cccnc4)ncnc3c2c2c1CCC2,10,0.76,-10,107,-0.2,-9,8.2,89,20,-4
OCC1CCCN(c2nc(CN3CCCCC3)nc3scc(-c4ccccc4)c23)C1 (configuration not stated),4,0.75,-4,101,-0.3,-1,-0.6,92,14,-4
COC(=O)c1ccc(C)c(NS(=O)(=O)c2ccc(OC)c(OC)c2)c1,9,0.9,-9,101,-0.3,-1,0.6,106,-5,-4
COCCn1c(SCc2ccccc2Cl)nc2c1c(=O)[nH]c(=O)n2C,6,0.77,-6,100,-0.3,0,3.5,99,6,2
O=C(Nc1nc(-c2cccs2)c(C(=O)C(F)(F)F)s1)c1ccccc1,12,0.75,-12,100,0.1,-1,2.0,87,15,-3
C=CCNCc1cccn1-c1sc2c(c1C#N)CCCC2,-2,0.8,2,98,-0.2,7,1.5,101,0,2
COc1ccc(-n2c(Cc3cccn3C)nnc2SCC(=O)Nc2ccccc2)cc1,10,0.74,-10,98,0.0,2,9.8*,94,12,-3
Cc1ccc(-c2csc(NC(=S)NC(=O)c3cccs3)n2)cc1,-3,1.1,3,106,-0.4,-7,4.5,108,-7,-6
O=C(C1CCC1)N1CCN(Cc2ccccc2)CC1,-6,1.1,6,104,0.3,-4,1.8,101,4,-3
CCOc1nc(NC(=O)NS(=O)(=O)c2ccccc2F)nc(-c2ccccc2)n1,23,1.2,-23,110,0.0,-11,0.7,98,7,8
COc1cc(OC)cc(C(=O)Nc2ncc3c(n2)CC(C)(C)CC3=O)c1,5,1.2,-5,103,-0.5,-3,0.7,101,4,-7
COc1ccc(NC(=O)/C(Cl)=C(/Cl)S(=O)(=O)Cc2ccccc2)cn1,-77,0.27,77*,170*,1.4,-137,-0.3,109,-9,0
COc1ccc(Nc2ncnc3sc(-c4ccccc4)cc23)cc1OC,3,0.43,-3,102,-0.3,-3,4.5,93,7,-2
CC(=O)N1[C@H](C)C=C[C@]1(Cc1ccccc1)C(=O)O,14,1.1,-14,104,0.3,-4,0.3,101,-5,1
CN1CCN(c2nc(N3CCN(CCO)CC3)nc3ccccc23)CC1,14,0.97,-14,101,-0.6,-1,-0.5,92,18,-6
CCN(CC)C(=O)Cn1cnc2sc(C(=O)N3CCN(c4ccc(F)cc4)CC3)c(C)c2c1=O,7,1,-7,94,-0.1,6,-0.5,100,12,-8
Cc1ccc(Nc2c(-c3ccccn3)nc3cc(C)ccn23)cc1,-60,0.82,60*,107,-0.3,-9,-0.1,105,-4,-5
COc1ccc(CCN(Cc2ccccn2)C(=S)Nc2ccccc2Cl)cc1OC,-5,0.86,5,91,-0.1,9,2.4,92,12,-2
COc1cccc(NC(=O)CN(C)C(C)C(=O)Nc2ccc(C#N)cc2)c1 (configuration not stated),3,1.1,-3,91,-0.1,9,1.9,107,-8,1
O=C(Nc1cccnc1)c1ccc2c(c1)C(=O)N(Cc1cccnc1)C2=O,9,0.92,-9,96,0.2,4,1.0,102,0,-6
CN1c2ccccc2N(C)C1(C)c1ccccc1,-13,0.97,14,98,-0.4,2,3.6,97,7,-3
Cn1nc(C(=O)NCCOc2ccccc2)c2ccccc2c1=O,-5,1.1,5,94,-0.2,5,-0.8,75,36,0
CCN(CC)C(C(=O)NC1CCCCC1)c1ccc(C)cc1 (configuration not stated),9,1.2,-9,98,0.2,1,1.2,111,-9,-3
O=C(CNc1ccccc1F)N/N=C/C1CC=CCC1 (configuration not stated),-5,1.2,4,96,0.1,4,1.4,103,1,-3
O=C(O)c1ccccc1COc1ccccc1Cl,-6,1.2,6,98,-0.2,2,1.1,103,0,23
C(=N\N1CCN(c2ccccn2)CC1)/c1ccco1,5,1.6,-5,110,-0.2,-11,2.4,87,18,14

Next part; it opens with the 2 that closed the last part.
structure,APP 5'UTR act,NF-kB neuron act,APP 5UTR inh,STAT1 act,Hsp70 activator,STAT1 inh,RAM inhibit,STAT3 act,STAT3 inh,FLuc inh counter
O=C(O)c1ccccc1COc1ccccc1Cl,-6,1.2,6,98,-0.2,2,1.1,103,0,23
C(=N\N1CCN(c2ccccn2)CC1)/c1ccco1,5,1.6,-5,110,-0.2,-11,2.4,87,18,14
NS(=O)(=O)c1ccc(CNC(=O)c2csc3c2CCCC3)cc1,-10,1.1,10,101,-0.3,-4,-0.1,98,9,-7
COc1ccccc1NC(=O)CCN1C(=O)C2CC=C(Cl)CC2C1=O (configuration not stated),-1,1.1,1,95,0.1,6,2.4,102,2,-7
O=C1c2ccccc2C(=O)N1CC1c2ccccc2CCN1C(=O)N1CCOCC1 (configuration not stated),-11,0.9,11,114,-0.3,-16,0.0,100,8,-5
C=CCn1c(SCCC)nc(O)cc1=O,3,1,-3,99,-0.3,1,-0.5,104,-4,1
CN(C)c1ccc(/C=N/NC(=O)C(O)(c2ccccc2)c2ccccc2)o1,8,1.2,-8,97,-0.1,5,0.7,104,5,1
COc1ccc(C(C)(C)C)cc1NC(=O)c1ccoc1C,4,1.1,-4,100,-0.2,0,0.4,92,14,-9
Cn1c(N)c(C(=O)c2ccc(C#N)cc2)c(=O)n(C)c1=O,2,0.99,-2,103,-0.1,-4,3.0,106,-12,-6
Cc1ccc(S(=O)(=O)NCCC(=O)N2CCCCC2)cc1,9,/,-9,101,0.3,-1,/,103,4,-6
CSc1nc(N(C)NC(=O)c2ccc(Cl)cc2)c2ccccc2n1,-95,2.6,95*,109,1.1,-10,1.1,111,-7,-6
CCN(CC)S(=O)(=O)c1ccc(Cl)c(NC(=O)c2ccc(C#N)cc2)c1,-4,0.74,4,101,0.0,-1,6.5,106,-10,-4
O=C(NNS(=O)(=O)c1ccccc1F)c1sccc1-n1cccc1,8,2.5,-8,98,-0.3,2,2.4,97,5,-10
O=C(Nc1ccc(F)c([N+](=O)[O-])c1)C1CC(=O)N(Cc2ccccc2)C1 (configuration not stated),7,0.89,-7,96,0.1,5,3.6,97,4,-6
